Screening data from PubChem.
AmpC no deterg = inhibitors of E. coli AmpC beta-lactamase without detergent; AmpC nitrocefin hydrolysis, absorbance 480 nm, 0.0001% Triton; P00811; 330,000 tested, 0.52% active; Potency, µM (highest dose often 57.1 µM), for inactives: at the highest dose activity change, negative = inhibition, actives largely listed as inhibitors;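 note: potency is the fitted concentration of half-maximal effect; plate controls were no compound for no effect and no enzyme for full effect; nearly all actives have a fitted effect of over 20% in size; some results filed as inactive show a strong effect at the top dose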
Target sequence (P00811 whole entry, looked up): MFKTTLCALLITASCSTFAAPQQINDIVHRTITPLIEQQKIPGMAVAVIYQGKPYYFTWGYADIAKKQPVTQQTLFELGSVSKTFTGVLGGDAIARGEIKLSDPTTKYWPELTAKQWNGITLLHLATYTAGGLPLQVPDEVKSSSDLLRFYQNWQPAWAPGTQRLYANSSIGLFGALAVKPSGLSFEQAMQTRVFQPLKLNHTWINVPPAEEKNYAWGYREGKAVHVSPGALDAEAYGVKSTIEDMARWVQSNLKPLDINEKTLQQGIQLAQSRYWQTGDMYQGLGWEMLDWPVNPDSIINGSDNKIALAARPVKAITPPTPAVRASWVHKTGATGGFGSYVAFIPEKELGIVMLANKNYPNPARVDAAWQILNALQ
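20 mM phosphate pH 7.0 + 0.01% (detergent screen) or 0.0001% Triton X-100; 5.3 nM AmpC reagent; cpd preinc 15 min RT; nitrocefin (800 uM stock) to start; A480 q20 s × 4 min; Activity was normalised to no-enzyme and no-compound control wells.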
Sm TGR block = blocks Schistosoma mansoni thioredoxin glutathione reductase; purified TGR, DTNB reduction, TNB absorbance 405 nm; 360,000 tested, 3% active; Potency, µM (top dose mostly 114 µM), inactives show at the highest dose activity change, negative = inhibition, most hits filed as inhibitors; note: potency is the fitted concentration of half-maximal effect; nearly all actives have a fitted effect of over 60% in size
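First, TGR (20 nM dispensed) and NADPH were mixed with compound. Second, a 15 min room-temperature incubation followed. Third, further NADPH and then DTNB were added to start the reaction. Finally, TNB absorbance was monitored kinetically.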
AmpC inh detg = inhibitors of E. coli AmpC beta-lactamase with detergent; AmpC hydrolysis of nitrocefin, absorbance 480 nm, 0.01% Triton; Potency, µM (doses to about 114 µM), for the others: at the top dose activity change, negative = inhibition, usual class: inhibitors; AID 485294; 370,000 tested, 0.041% active;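 note: potency is the fitted concentration of half-maximal effect; 0% = no-compound wells and -100% = no-enzyme wells; nearly all actives have a fitted effect of over 25% in size; some results filed as inactive show a strong effect at the top dose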
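20 mM phosphate pH 7.0 + 0.01% (detergent screen) or 0.0001% Triton X-100; 5.3 nM AmpC reagent; cpd preinc 15 min RT; nitrocefin (800 uM stock) to start; A480 q20 s × 4 min; Activity was normalised to no-enzyme and no-compound control wells.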
HCV inhibitor = HCV inhibition | AID 651820 | Huh7.5.1 HCVcc-Cre infection, luciferase reporter, 44 h | Potency, µM (doses to about 41.8 µM), inactives show top-dose activity change, negative = inhibition, most hits filed as inhibitors | 340,000 tested, 3.4% active; note: potency is the fitted concentration of half-maximal effect
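Luciferase read-out (15 sec integration) after a 15 min room-temperature substrate step quantifies HCVcc-Cre infection. Cells, 1,000 per well, had compound added 4 h post-plating, then virus at ~0.5 moi, and were cultured 44 h.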
FBPA Giardia inh = inhibitors of Giardia lamblia fructose-1,6-bisphosphate aldolase | purified Giardia FBPA | Potency, µM (titrated, usually from 59.6 µM), for inactives: at the top dose activity, negative = inhibition, actives largely listed as inhibitors | 290,000 tested, 0.71% active | A8B2U2; note: potency is the fitted concentration of half-maximal effect; nearly all actives have a fitted effect of over 55% in size
Target sequence (A8B2U2 whole entry, looked up): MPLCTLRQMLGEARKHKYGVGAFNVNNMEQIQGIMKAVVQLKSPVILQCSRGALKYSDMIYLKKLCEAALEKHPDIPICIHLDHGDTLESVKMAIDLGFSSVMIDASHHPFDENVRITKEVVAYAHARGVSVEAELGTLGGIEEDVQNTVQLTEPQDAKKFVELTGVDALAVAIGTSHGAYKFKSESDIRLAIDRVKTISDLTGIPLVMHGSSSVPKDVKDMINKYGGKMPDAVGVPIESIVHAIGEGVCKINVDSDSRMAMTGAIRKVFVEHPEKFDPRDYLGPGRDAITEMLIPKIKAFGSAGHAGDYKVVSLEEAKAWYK
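40 nM FBPA preincubated 10 min at RT with compound (up to 57.5 uM final), then substrate plus GAPDH/TPI/NAD/arsenate coupling and diaphorase/resazurin added. Fluorescence read after 20 min at RT, 525/598 nm.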
HCMV antiviral = human cytomegalovirus inhibition; 410,000 tested, 4.5% active; activity change, negative = inhibition, % at 57.5 µM; AID 1259415; HFF cells, HCMV-luciferase reporter, 72 h; active compounds read low; in the data active = activity change below about -60%; inconclusive = no clear call, values can overlap the other calls; inactive = above about -39%
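HFF cells seeded 16 h at 37C, treated with compounds, infected with luciferase-reporter HCMV at MOI 1 PFU/cell; luciferase read at 72 h post infection, normalized to buffer-only and Salinomycin controls.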
Starred values were filed as active, the others as inactive; ? = inconclusive; . = no result given; & = joins results of further samples; [ ] = dose if it differs, or a comment. Unless noted, calls come from the whole dose curve; as a rule, active = well fitted curve in the direction sought with a large enough effect; inconclusive = small, poorly fitted or top-dose-only effect, or another doubt; inactive = no such curve, though single readings can be large; an effect the other way counts as inactive or inconclusive. Unless noted, % is set by controls: 0 for no effect and ±100 for the full control effect. Not a hit list; 9.9% or so of the library scored in one or more.

1	C=C(C)Cn1c(SCC(=O)c2ccc(OC)cc2)nc2sc3c(c2c1=O)CCCC3
2	CCCC(NC(=O)CCc1c(C)c2cc3c4c(oc3c(C)c2oc1=O)CCCC4)C(=O)O (centres undefined)
3	Cn1cnnc1SCC(=O)NN1C(=O)NC(C)(c2ccccc2)C1=O (centres undefined)
4	CCCn1nnc(NC(=O)c2ccccc2Br)n1
5	Cc1ccc(N2C(=O)CCC2(C(N)=O)c2ccccc2)cc1 (centres undefined)
6	Cc1oc(-c2ccccc2F)nc1CS(=O)(=O)CC(=O)N1CCOCC1
7	O=c1c2ccccc2nc(-c2ccccc2)n1-c1ccccc1O
8	CCc1sc(/C=C(/C#N)C(N)=S)cc1[N+](=O)[O-]
Assay by compound	1	2	3	4	5	6	7	8
AmpC no deterg	.	37%	-8%	-5%	-16%	?	-28%	?
Sm TGR block	-6%	-8%	1%	9%	11%	45µM*	-3%	?
AmpC inh detg	-8%	-10%	7%	-11%	-9%	?	2%	8%
HCV inhibitor	.	-9%	4%	16%	-2%	1%	14%	8%
FBPA Giardia inh	.	-6%	0%	-3%	7%	-3%	14%	-20%
HCMV antiviral	-5	?	-15	115	0	-1	-21	2

Limited to FBPA Giardia inh, for two of the compounds above:
nr | Molecule | FBPA Giardia inh
7 | O=c1c2ccccc2nc(-c2ccccc2)n1-c1ccccc1O | 14%
8 | CCc1sc(/C=C(/C#N)C(N)=S)cc1[N+](=O)[O-] | -20%

The results go on.
9	COCCNC(=O)C(c1ccc(C)o1)N(CC1CCCO1)C(=O)Cn1nnc2ccccc21 (centres undefined)
10	Cc1cc(/C=C2\NC(=O)NC2=O)c(C)n1-c1cccnc1
11	CN(C)/C=C/C(=O)c1ccc2noc(-c3ccccc3)c2c1
12	COc1ccccc1NC(=O)CN1C(=O)COc2ccc(S(=O)(=O)N3CCC(C)CC3)cc21
13	COc1ccc(NC(=O)CCCOc2ccc(Cl)c(C)c2)cc1S(=O)(=O)N1CCOCC1
14	Cc1ccccc1C1=CCN(c2ncc(NC(=O)c3ccc(Cl)cc3)cc2C(=O)O)CC1
15	C=CCn1c(SCC(=O)Nc2sccc2C(N)=O)nc2sc(C)c(C)c2c1=O
16	Cc1ccc(-n2nnnc2-c2ccccc2)cc1
Assay by compound	9	10	11	12	13	14	15	16
AmpC no deterg	6%	10%	-59%	-8%	120%[activator]	.	-14%	-24%
Sm TGR block	-26%	-23%	-24%	-5%	.	40µM*	40µM*	-1%
AmpC inh detg	5%	-2%	3%	3%	.	2%	-3%	0%
HCV inhibitor	-18%	10%	?	-4%	?	.	?	4%
FBPA Giardia inh	-1%	-6%	3%	1%	.	.	-16%	3%
HCMV antiviral	-6	15	-63*	-31	-32	-21	?	-21

17	CSc1oc(-c2ccccc2)nc1S(=O)(=O)c1ccc(C)cc1
18	COC(=O)[C@@]1(Cc2ccccc2)[C@H]2C(=O)N(Cc3ccccc3)C(=O)[C@H]2[C@H]2CN=C(SC)N21
19	CC(C(=O)NCc1ccccc1)n1ccc2cc(S(=O)(=O)N3CCCC3)ccc21 (centres undefined)
20	COc1cc(-c2cc(C(=O)Nc3ccc(S(N)(=O)=O)cc3)c3ccccc3n2)cc(OC)c1OC
21	CC1(C)S/C(=N/N=C/c2ccco2)NC1=O
22	COCC(C)N1CCC(Oc2ccc(C(=O)N3CCCC3)cc2)CC1 (centres undefined)
23	O=C(Nc1ccccc1-c1nnn(CC(=O)N2CCCc3ccccc32)n1)c1ccco1
24	CN1CCN(C(=O)/C(=C\c2ccccc2)c2ccccc2)CC1
Assay by compound	17	18	19	20	21	22	23	24
AmpC no deterg	-11%	107%[activator]	.	2%	-4%	-14%	-10%	-1%
Sm TGR block	-1%	.	-7%	6%	-4%	-12%	-23%	-24%
AmpC inh detg	?	.	-8%	8%	-13%	0%	?	-4%
HCV inhibitor	-23%	9%	.	?	35%[activator]	14%	?	-4%
FBPA Giardia inh	8%	.	.	0%	-26%	-6%	1%	-1%
HCMV antiviral	1	-12	-3	17	-38	0	-18	-12

25	CCCOCC(O)CC(CC)C(=O)NNC(=S)Nc1ccccc1 (centres undefined)
26	COc1cc(-c2ccc3oc(-c4cccc(C)c4)c(C#CC4(O)CCCCC4)c3c2)cc(OC)c1OC
27	COC(=O)C1=C(c2ccc(OC)c(OC)c2)C[C@@H]2CC[C@H]1N2C(=O)NC1CC1
28	CCCn1nnnc1NCc1cccc(Cl)c1
29	CCOc1ccc(S(=O)(=O)N(C)C)cc1-c1nc2c(C(C)(C)C)nn(C)c2c(=O)[nH]1
30	CCCn1c(N)c(N2CCCCC2)c(=O)n(CC(=O)Nc2ccccc2C(F)(F)F)c1=O
31	CN(CCCn1c(=S)[nH]c2ncccc2c1=O)Cc1ccccc1
32	O=C(/C=C/c1ccccc1Cl)Nc1nc(-c2cccs2)ns1
Assay by compound	25	26	27	28	29	30	31	32
AmpC no deterg	-15%	11%	1%	-11%	-20%	-3%	-16%	.
Sm TGR block	-11%	.	-1%	2%	-5%	.	-2%	-2%
AmpC inh detg	?	.	2%	1%	-1%	.	?	8%
HCV inhibitor	12%	?	32%[activator]	10%	8%&-13%	12%	-1%	.
FBPA Giardia inh	-8%	.	.	-8%	-1%	.	-8%	.
HCMV antiviral	-28	4	-34	4	-17	19	4	58

33	CCc1ccc(OCc2nnc(SCC(=O)NCC3CCCO3)n2C)cc1 (centres undefined)
34	O=C(NCc1ccccc1F)c1ccc2ccccc2n1
35	O=C(Nc1ccc(F)cc1)C1CCN(S(=O)(=O)c2cccc3nonc23)CC1
36	Cc1ccc(-c2nc3ccccc3[nH]2)cc1NC(=O)c1sc2cc(Cl)ccc2c1Cl
37	CCOC(=O)c1cnn(-c2cccc(F)c2)c1C1CCNCC1
38	COc1ccc(S(=O)(=O)N2CCOCC2)cc1C(=O)NCC(c1ccco1)N1CCCC1 (centres undefined)
39	Cc1noc(C)c1C(=O)N1CCN(c2cccc(Cl)c2)CC1
40	Cc1cccc(NC(=O)C(CCC(N)=O)NC(=O)OCc2ccccc2)c1 (centres undefined)
Assay by compound	33	34	35	36	37	38	39	40
AmpC no deterg	32%	-12%	-32%	-13%	.	-10%	6%	-8%
Sm TGR block	3%	5%	2%	3%	45µM*	-11%	3%	14%
AmpC inh detg	-6%	0%	-8%	-1%	-1%	0%	-3%	3%
HCV inhibitor	20%	0%	-7%	-47%	.	-2%	14%	16%
FBPA Giardia inh	-2%	4%	-1%	-8%	.	.	4%	0%
HCMV antiviral	-16	-32	5	11	-5	-28	-3	-23

41	CCCCn1c(O)c(C(CC)=Nc2ccc(C(=O)O)cc2)c(=O)[nH]c1=O
42	OC(c1ccccc1)c1nc2ccccc2s1 (centres undefined)
43	CC(C)N(C(=O)c1sc2cc([N+](=O)[O-])ccc2c1Cl)C(C)C
44	COC(=O)N1C(=O)[C@](c2ccc(Cl)cc2)(C(C)C)N1C(=O)OC
45	COc1ccc(CCn2c(=S)[nH]c3cc(C(=O)NCc4ccco4)ccc3c2=O)cc1OC
46	COc1cc(C(=O)Nc2ccc(S(=O)(=O)Nc3nccc(C)n3)cc2)cc(OC)c1OC
47	Oc1c(C=C2N=c3ccccc3=N2)sc(=S)n1-c1ccc(F)cc1
48	O=C(CCc1nc(-c2ccccc2)no1)NC1CCCCCC1
Assay by compound	41	42	43	44	45	46	47	48
AmpC no deterg	-16%	-15%	-14%	37%	-27%	-20%	-48%&-50%	-2%
Sm TGR block	-17%	13%[11.4 µM]	-5%	10µM*	-1%	4%	-2%&8%	-3%
AmpC inh detg	0%	-14%	-16%	-20%	-8%	2%	-11%&-8%	?
HCV inhibitor	18%	22%	7%	37%[activator]	?	-10%	?	?
FBPA Giardia inh	-7%	-1%	-4%	2%	12%	-21%	7%&4%	.
HCMV antiviral	19	-21	-10	48	.	111	-17&-30	?

Screen by screen, quoted from above:
Entries 42 to 48 in AmpC inh detg read -14%, -16%, -20%, -8%, 2%, -11%&-8%, ?

Next part
49	Cc1ccc(NC(=O)Cn2cc3c(n2)CCCC3)c(C)c1
50	COc1ccc(CCN=CC2=C(O)CC(C)(C)CC2=O)cc1
51	CCOC(=O)c1ccc(NC(=O)CSc2nnc(C3CCCCC3)n2C)cc1
52	Cc1cc(-c2n[nH]c(=S)n2/N=C/C=C/c2ccco2)n[nH]1
53	Cn1cc(C(=O)NC2CC2)c2ccccc21
54	Cc1ccc(CN(C(=O)COc2ccc(C)c(C)c2)C2CCS(=O)(=O)C2)o1 (centres undefined)
55	COc1ccccc1CN1CCNC(=O)C1CC(=O)N(C)Cc1cnccn1 (centres undefined)
56	CCC(C)NC(=O)Cn1cnc([N+](=O)[O-])c1 (centres undefined)
57	O=C(NC(=S)Nc1ccc(CN2CCOCC2)cc1)c1ccc([N+](=O)[O-])cc1Cl
58	CCC(c1nnc(SCc2nc3ccccc3s2)n1Cc1ccccc1)N(C)C (centres undefined)
Assay by compound	49	50	51	52	53	54	55	56	57	58
AmpC no deterg	.	-11%	0%	-29%	-2%	64%[activator]	0%	-20%	-3%	67%[activator]
Sm TGR block	-1%	-4%	-17%	22µM*	5%	-27%&-28%	?	0%	-25%	0%
AmpC inh detg	18%	-8%	?	-2%	?	-6%&16%	-1%	-4%	?	-6%
HCV inhibitor	.	12%	3%	6%	45%[activator]	0%	10%	10%	-19%	1%
FBPA Giardia inh	.	3%	8%	?	1%	-9%	-15%	-1%	-13%	0%
HCMV antiviral	-9	?	-30	17	1	17&42	24	-39	-17	103

Random excerpt: 6 compounds from above, in no set order.
54	Cc1ccc(CN(C(=O)COc2ccc(C)c(C)c2)C2CCS(=O)(=O)C2)o1 (centres undefined)
52	Cc1cc(-c2n[nH]c(=S)n2/N=C/C=C/c2ccco2)n[nH]1
56	CCC(C)NC(=O)Cn1cnc([N+](=O)[O-])c1 (centres undefined)
57	O=C(NC(=S)Nc1ccc(CN2CCOCC2)cc1)c1ccc([N+](=O)[O-])cc1Cl
55	COc1ccccc1CN1CCNC(=O)C1CC(=O)N(C)Cc1cnccn1 (centres undefined)
49	Cc1ccc(NC(=O)Cn2cc3c(n2)CCCC3)c(C)c1
Assay by compound	54	52	56	57	55	49
AmpC no deterg	64%[activator]	-29%	-20%	-3%	0%	.
Sm TGR block	-27%&-28%	22µM*	0%	-25%	?	-1%
AmpC inh detg	-6%&16%	-2%	-4%	?	-1%	18%
HCV inhibitor	0%	6%	10%	-19%	10%	.
FBPA Giardia inh	-9%	?	-1%	-13%	-15%	.
HCMV antiviral	17&42	17	-39	-17	24	-9
